# Screening data deposited in PubChem BioAssay by several laboratories.
# VHR inh abs – VHR1 phosphatase inhibitors, primary screen, biochemical, absorbance, uHTS; Dual specificity protein phosphatase 3 (Homo sapiens), P51452; AID 1654, 2009; recombinant VHR phosphatase, pNPP absorbance; hit rate 0.52% among 290,000; inhibition, % at 13.3 µM; in the data active = inhibition above about 50%; also: some compounds called inactive have numbers as strong as hits
# Target sequence (P51452 whole entry, looked up): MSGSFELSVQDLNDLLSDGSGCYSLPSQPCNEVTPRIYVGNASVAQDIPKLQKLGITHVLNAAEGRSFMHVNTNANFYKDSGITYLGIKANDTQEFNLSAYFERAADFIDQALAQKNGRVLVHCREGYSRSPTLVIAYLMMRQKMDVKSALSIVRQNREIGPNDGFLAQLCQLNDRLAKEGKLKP
# BoNT F protease – BoNT/F light chain protease inhibitors, primary screen, biochemical, flow cytometry, MLPCN library. Botulinum neurotoxin type F light chain protease (Clostridium botulinum). Multiplex microsphere protease cleavage assay. inhibition, % at 10 µM. hit rate 0.22% among 360,000; in the data active = inhibition above about 35%, passing the limit was not always enough; inconclusive = no clear call, values can overlap the other calls; also: plate controls were buffer without enzyme for full effect and enzyme alone for no effect
# FadD28 FP inh – inhibitors of FadD28 bisubstrate probe binding, primary screen, biochemical, fluorescence polarization, single point | Mycobacterium tuberculosis FadD28 fatty-acid-AMP ligase | inhibition, % at 12.5 µM | hit rate 0.22% among 360,000; in the data active = inhibition above about 8.5%, passing the limit was not always enough; inconclusive = no clear call, values can overlap the other calls
# Rv3671c protease – Rv3671c serine protease inhibitors, primary screen, biochemical, fluorescence polarization, M. tuberculosis H37Rv; P9WHR9; inhibition, % at 5.96 µM; hit rate 0.048% among 320,000; AID 2606, 2010; in the data active = inhibition above about 38%;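 also: extracellular domain of Rv3671c used as enzyme; 0% = enzyme with DMSO and 100% = no enzyme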
# Mtb BioA inh – M. tuberculosis BioA enzyme inhibitors, primary screen, biochemical, plate reader, single point, HTS; purified M. tuberculosis BioA enzyme; inhibition, % at 9.99 µM; hit rate 0.096% among 360,000; 7,8-diaminopelargonic acid synthase BioA (Mycobacterium tuberculosis); AID 602481, 2012; in the data active = inhibition above about 40%; inconclusive = no clear call, values can overlap the other calls
# MazEF act – activators of E. coli MazEF toxin-antitoxin RNase, primary screen, biochemical, fluorescence, uHTS | hit rate 0.32% among 350,000 | activation, % at 20 µM | AID 504720, 2011 | Endoribonuclease toxin MazF (Escherichia coli (strain K12)), P0AE70 | FAM/BHQ RNA-DNA oligo cleavage fluorescence, 5 h; in the data active = activation above about 50%
# Target sequence (P0AE70 whole entry, looked up): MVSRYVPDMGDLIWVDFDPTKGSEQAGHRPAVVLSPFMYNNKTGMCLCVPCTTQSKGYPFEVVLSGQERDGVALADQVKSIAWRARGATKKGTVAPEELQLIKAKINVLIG
# CCHFV vOTU inh – CCHFV vOTU protease inhibitors, primary screen, biochemical, Pep-AMC substrate, fluorescence. Crimean-Congo hemorrhagic fever virus L polyprotein viral ovarian tumor (vOTU) protease …. inhibition, % at 11.5 µM. hit rate 0.55% among 370,000. AID 651958, 2012; also: 0% = vehicle wells with enzyme and 100% = no enzyme wells
# GDH-TPI inh – GDH-TPI coupling enzyme inhibitors, primary screen, artefact control for M. tuberculosis FBA inhibitor project, biochemical, absorbance, full deck | GDH-TPI coupled enzyme counterscreen, NADH absorbance | inhibition, % at 4.8 µM | hit rate 1.2% among 360,000 | AID 588335, 2011;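 also: 0% = DMSO wells and 100% = wells lacking the enzyme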
# UGM FP inh – M. tuberculosis UGM enzyme inhibitors, primary screen, biochemical, fluorescence polarization, single point. AID 504406, 2011. hit rate 0.06% among 320,000. UDP-galactopyranose mutase (Mycobacterium tuberculosis (strain ATCC 25618 / H37Rv)), …. inhibition, % at 10 µM. purified UGM, fluorescence polarization probe displacement; in the data active = inhibition above about 10%, passing the limit was not always enough; inconclusive = no clear call, values can overlap the other calls
# FBA Mtb inh – Mtb FBA enzyme inhibitors, primary screen, biochemical, fluorescence, strain H37Rv; Fructose-bisphosphate aldolase (Mycobacterium tuberculosis (strain ATCC 25618 / H37Rv)), …; inhibition, % at 1 µM; hit rate 2.3% among 360,000; purified M. tuberculosis FBA, fluorescence read-out; in the data active = inhibition above about 27%;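 also: 0% = vehicle and 100% = reference inhibitor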
# Target sequence (P9WQA3 whole entry, looked up): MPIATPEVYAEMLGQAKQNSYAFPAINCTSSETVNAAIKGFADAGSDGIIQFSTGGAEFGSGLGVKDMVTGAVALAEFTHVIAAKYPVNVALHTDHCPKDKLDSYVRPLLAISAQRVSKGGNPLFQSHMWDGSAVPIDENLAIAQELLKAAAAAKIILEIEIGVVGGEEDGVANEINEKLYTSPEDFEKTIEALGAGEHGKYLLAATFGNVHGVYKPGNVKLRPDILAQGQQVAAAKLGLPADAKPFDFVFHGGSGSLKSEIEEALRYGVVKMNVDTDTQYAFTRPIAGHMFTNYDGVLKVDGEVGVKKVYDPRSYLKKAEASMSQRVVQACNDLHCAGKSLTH
# * = called active by the depositor; u = inconclusive; x = no result given. Rule as the data show it, unless noted: active = inhibition above about 30%; inactive = the rest.
SMILES,VHR inh abs,BoNT F protease,FadD28 FP inh,Rv3671c protease,Mtb BioA inh,MazEF act,CCHFV vOTU inh,GDH-TPI inh,UGM FP inh,FBA Mtb inh
COc1ccc(CCC(=O)NCc2cn3ccccc3n2)cc1,21,-8,-3.2,13,x,3,-2,3,-0.1,14
COc1ccc(C(=O)Nc2ccc(N3CCCC3)cc2)cc1,30,-161,-0.7,11,-4.5,9,13,15,-4.6,5
CCOc1ccc(OCc2ccc(C(=O)O)o2)cc1,-1,0,-0.6,2,x,3,11,-10,-2.4,3
CC1CCCCC12NC(=O)N(CC(=O)Nc1ccccc1N1CCOCC1)C2=O (stereo not drawn),41,-4,-0.5,3,x,-2,0,7,-4.0,3
F[B-](F)(F)COCc1ccccc1Br,x,-6,-0.4,x,0.0,8,-2,4,x,0
CCCCCCc1ccc(OC(=O)c2ccncc2)cc1,6,u,0.1,9,1.8,4,-7,0,1.6,0
O=C(Nc1cccc(Cl)c1)Nc1ccc2c(c1)OCO2,3,-5,-0.5,-2,-1.1,6,6,6,-4.3,-5
COc1ccc(S(=O)(=O)CCC(=O)Nc2c(C)cccc2C)cc1,-20,-4,x,-3,0.0,5,-10,1,1.1,0
CCC1(CC)NC(=O)N(CC(=O)Nc2cccc3ccccc23)C1=O,x,-9,0.3,3,-0.6,-5,-10,5,2.4,1
COC(=O)C1=C(c2ccc(F)cc2F)C[C@@H]2CC[C@H]1N2C(=O)N1CCC(O)(c2ccc(Cl)cc2)CC1,x,-10,-6.8,3,1.4,-1,3,6,-2.5,1
CC(C)n1ncc2c(C(=O)N3CCN(Cc4ccc(Cl)s4)CC3)cc(C3CC3)nc21,x,6,-4.9,9,4.8,-8,18,1,-0.6,-1
CN1CCN(S(=O)(=O)c2ccc3c(c2)OCCO3)CC1,-29,-6,-1.3,0,x,-1,3,-13,1.1,-1
N#C/C(=C\c1cccnc1)C(=O)Nc1ccc(SC(F)F)cc1,2,18,-1.8,-5,16,7,-7,-1,-1.3,1
O=C(COc1ccccc1Cl)N1CCCC1,-11,-2,0.8,-8,0.7,5,-4,9,-0.3,3
CC1(C)CC(=O)C2=C(C1)N(CC1CCCO1)C(=O)C2(NC(=O)c1cccnc1)C(F)(F)F (stereo not drawn),22,-6,0.5,-8,-1.5,5,-1,7,2.3,1
Cc1nn(C)cc1CN(C)C(=O)CC12CC3CC(CC(C3)C1)C2,-2,1,-2.8,-6,x,-4,-8,0,-2.0,2
CCn1c(CNc2ccc(OC)cc2)nnc1SCC(=O)c1ccc(OC)cc1,-2,-12,-0.7,-8,9.3,-1,9,13,4.1,15
Cc1ccccc1-n1c(-c2cccnc2)n[nH]c1=S,7,-8,-4.0,1,0.0,1,x,7,1.5,-1
CCOC(=O)Cn1c2ccc(C)cc2c2nc(C)sc21,7,-6,-0.3,4,0.0,-3,-2,-1,-0.7,0
Cc1ccc(C(=O)NCCCNC(=O)c2ccccc2F)cn1,16,-3,-0.9,-17,2.0,5,10,1,-2.3,2
COc1ccc(S(=O)(=O)NC2(C(F)(F)F)N=C3SCCN3C2=O)cc1 (stereo not drawn),16,4,-2.3,3,-0.6,-2,2,7,-5.4,2
CCCS(=O)(=O)N1CCC(C(=O)NCCN2CCC(Cc3ccccc3)CC2)CC1,24,5,-0.8,-2,x,1,12,-11,2.6,-1
OCCN1CCN(Cc2cc(Br)cc(Br)c2O)CC1,14,-46,0.8,-3,x,-1,-8,-2,1.3,1
Cc1cnc(NC(=O)CN2CCN(c3ccccc3F)CC2)s1,27,1,-3.5,1,0.5,8,-1,2,-0.1,3
COc1ccc(CN2CCN(CC=C(C)C)C(CCO)C2)cc1Cn1cccn1 (stereo not drawn),12,-7,-0.8,-1,x,7,-8,4,2.9,0
CCN(CC(=O)NCc1cccs1)C(=O)c1cccc(S(=O)(=O)N(C)C)c1,x,1,-0.7,6,-0.9,6,7,0,2.1,0
Cc1[nH]c(=O)[nH]c(=O)c1/C=N/NC(=O)[C@H](C)N,10,-4,-1.4,-1,-1.7,-2,2,-5,-1.1,2
COc1ccc(OC)c(C(=O)CSc2nnc(-c3cccs3)n2C)c1,7,-10,-2.8,0,0.0,10,10,1,-0.4,5
CN(C)c1nc(N(C)C)nc(N2CC(=O)N(c3ccccc3)C2=N)n1,34,3,-1.4,-2,x,5,2,-4,-0.9,3

# No new results follow: entries from further up.
SMILES,VHR inh abs,BoNT F protease,FadD28 FP inh,Rv3671c protease,Mtb BioA inh,MazEF act,CCHFV vOTU inh,GDH-TPI inh,UGM FP inh,FBA Mtb inh
COc1ccc(CCC(=O)NCc2cn3ccccc3n2)cc1,21,-8,-3.2,13,x,3,-2,3,-0.1,14
COc1ccc(C(=O)Nc2ccc(N3CCCC3)cc2)cc1,30,-161,-0.7,11,-4.5,9,13,15,-4.6,5

# A second format for part of the listing above:
# Values run as follows: VHR inh abs | BoNT F protease | FadD28 FP inh | Rv3671c protease | Mtb BioA inh | MazEF act | CCHFV vOTU inh | GDH-TPI inh | UGM FP inh | FBA Mtb inh
> COc1ccc(CCC(=O)NCc2cn3ccccc3n2)cc1
    21 | -8 | -3.2 | 13 | x | 3 | -2 | 3 | -0.1 | 14
> COc1ccc(C(=O)Nc2ccc(N3CCCC3)cc2)cc1
    30 | -161 | -0.7 | 11 | -4.5 | 9 | 13 | 15 | -4.6 | 5
> CCOc1ccc(OCc2ccc(C(=O)O)o2)cc1
    -1 | 0 | -0.6 | 2 | x | 3 | 11 | -10 | -2.4 | 3
> CC1CCCCC12NC(=O)N(CC(=O)Nc1ccccc1N1CCOCC1)C2=O (stereo not drawn)
    41 | -4 | -0.5 | 3 | x | -2 | 0 | 7 | -4.0 | 3
> F[B-](F)(F)COCc1ccccc1Br
    x | -6 | -0.4 | x | 0.0 | 8 | -2 | 4 | x | 0
> CCCCCCc1ccc(OC(=O)c2ccncc2)cc1
    6 | u | 0.1 | 9 | 1.8 | 4 | -7 | 0 | 1.6 | 0
> O=C(Nc1cccc(Cl)c1)Nc1ccc2c(c1)OCO2
    3 | -5 | -0.5 | -2 | -1.1 | 6 | 6 | 6 | -4.3 | -5
> COc1ccc(S(=O)(=O)CCC(=O)Nc2c(C)cccc2C)cc1
    -20 | -4 | x | -3 | 0.0 | 5 | -10 | 1 | 1.1 | 0
> CCC1(CC)NC(=O)N(CC(=O)Nc2cccc3ccccc23)C1=O
    x | -9 | 0.3 | 3 | -0.6 | -5 | -10 | 5 | 2.4 | 1
> COC(=O)C1=C(c2ccc(F)cc2F)C[C@@H]2CC[C@H]1N2C(=O)N1CCC(O)(c2ccc(Cl)cc2)CC1
    x | -10 | -6.8 | 3 | 1.4 | -1 | 3 | 6 | -2.5 | 1
> CC(C)n1ncc2c(C(=O)N3CCN(Cc4ccc(Cl)s4)CC3)cc(C3CC3)nc21
    x | 6 | -4.9 | 9 | 4.8 | -8 | 18 | 1 | -0.6 | -1
